Dyrk1A ADPGlo = Dyrk1A (rat) kinase inhibition; inhibition, % at 12.5 µM; ADP-Glo luminescence, NFATc1 peptide; 0.43% of 310,000 active; Q63470; in the data active means inhibition above about 50%;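 further: plate controls were vehicle with enzyme for no effect and no enzyme for full effect; many of its hits are not listed in these tables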
KCNQ1 block = blocks the human KCNQ1 potassium channel. CHO-K1 KCNQ1, FluxOR thallium flux fluorescence; stronger effect = higher value. AID 2642. B-score at 10 µM. P51787. 1.3% of 310,000 active;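 active means compounds whose thallium flux B-score, printed positive for inhibition, exceeds three library SD while starting fluorescence stays within three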;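 further: channel opened by potassium depolarization with thallium stimulus after 20 min compound exposure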
TRPC4 act = activators of mouse TRPC4 channel; Q9QUQ5; HEK293 TRPC4beta/mu-opioid, Fluo4 calcium fluorescence; stronger effect = higher value; B-score at 10 µM; 0.49% of 310,000 active; AID 2237;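 active means B-score above 5 SD of library B-scores, and initial fluorescence ratio not above library mean plus 5 SD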;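 further: positive B-score marks a calcium rise read as TRPC4 activation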
Target sequence (Q9QUQ5 whole entry, looked up): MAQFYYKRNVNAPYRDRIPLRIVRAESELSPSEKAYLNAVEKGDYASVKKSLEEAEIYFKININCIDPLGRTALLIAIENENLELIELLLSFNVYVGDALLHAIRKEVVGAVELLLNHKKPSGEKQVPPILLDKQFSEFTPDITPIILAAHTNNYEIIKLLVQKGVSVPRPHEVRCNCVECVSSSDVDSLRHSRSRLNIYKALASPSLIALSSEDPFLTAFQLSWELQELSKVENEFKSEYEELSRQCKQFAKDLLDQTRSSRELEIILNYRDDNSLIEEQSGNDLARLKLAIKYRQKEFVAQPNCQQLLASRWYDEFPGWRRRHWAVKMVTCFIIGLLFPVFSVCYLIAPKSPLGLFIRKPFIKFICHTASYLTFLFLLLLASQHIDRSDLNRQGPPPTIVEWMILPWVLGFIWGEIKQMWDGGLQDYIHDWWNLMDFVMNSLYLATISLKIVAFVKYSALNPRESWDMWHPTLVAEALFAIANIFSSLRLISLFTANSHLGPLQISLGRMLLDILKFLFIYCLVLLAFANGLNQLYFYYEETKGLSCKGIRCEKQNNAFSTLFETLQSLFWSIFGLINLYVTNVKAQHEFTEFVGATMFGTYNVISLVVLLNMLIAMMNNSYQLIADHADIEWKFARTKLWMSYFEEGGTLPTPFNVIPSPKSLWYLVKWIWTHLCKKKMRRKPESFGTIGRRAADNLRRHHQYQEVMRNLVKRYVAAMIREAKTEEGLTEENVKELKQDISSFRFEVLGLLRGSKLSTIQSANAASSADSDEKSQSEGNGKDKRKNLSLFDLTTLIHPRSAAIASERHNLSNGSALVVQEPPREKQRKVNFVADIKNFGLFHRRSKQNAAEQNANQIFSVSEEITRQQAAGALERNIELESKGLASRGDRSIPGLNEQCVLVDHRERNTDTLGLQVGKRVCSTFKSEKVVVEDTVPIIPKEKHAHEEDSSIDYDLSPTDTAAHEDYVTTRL
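Assay system: HEK293 cells stably co-expressing mouse TRPC4beta and mu-opioid receptor / Timing: Fluo4 dye loading 45 min at room temperature, 110 s recording / Signal: Fluo4 calcium-sensitive dye fluorescence, kinetic, 1 Hz baseline / Read-out: integrated baseline-normalised fluorescence ratio, converted to per-well B score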
KCNK3 inh = human KCNK3 channel inhibition, primary screen | AID 602410 | B-score at 10 µM | 0.84% of 340,000 active | CHO-KCNK3 thallium flux, FluxOR fluorescence; stronger effect = lower value | O14649;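 active means B-score under library mean minus 4 SD, starting fluorescence ratio at most library mean plus 5 SD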;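 further: more negative B-score means stronger inhibition of thallium flux through KCNK3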
HDAC3 inh = human HDAC3 inhibition. 0.15% of 320,000 active. inhibition, % at 8.3 µM. AID 2718. O15379. recombinant HDAC3, fluorogenic peptide/trypsin coupled, fluorescence; in the data active means inhibition above about 26%, passing the limit was not always enough; inconclusive means no clear call, values can overlap the other calls
TMEM16A act = activates or potentiates the mouse TMEM16A chloride channel; Q8BHY3; HEK293 TMEM16A/YFP-H148Q/I152L, iodide quench fluorescence; stronger effect = lower value; B-score at 10 µM; 0.3% of 340,000 active; AID 623877;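 active means fluorescence-ratio B-score plate-corrected deviation score at least 3 library SD below zero, with starting fluorescence score within 5 deviations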;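 further: channel opened by trigger with iodide after compound preincubation; score built on the fluorescence ratio of max minus min over baseline; more negative score means more quench and so TMEM16A activation or potentiation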
ANO1 block = blocks the mouse calcium-activated chloride channel TMEM16A; 1.2% of 310,000 active; normalized B-score (activity score, 25-100; higher = stronger inhibition) at 10 µM; HEK293 TMEM16A/YFP iodide influx fluorescence, ionomycin;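 active means ratio plate-corrected score three or more library SD toward inhibition, starting fluorescence score within five deviations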;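 further: score derived from kinetic fluorescence span divided by baseline fluorescence per well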
TRPC4 potent = allosterically enhances the mouse TRPC4 cation channel | 0.42% of 310,000 active | Q9QUQ5 | HEK293 TRPC4beta/mu-opioid, DAMGO EC20, Fluo-4 Ca2+ flux; stronger effect = higher value | AID 2227 | B-score at 10 µM;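 active means B-score of calcium response area above 5 SD of library B-scores, with initial fluorescence ratio within 5 SD of library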;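 further: B-score of integrated fluorescence ratio over time as area under calcium response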
KCNQ1 pot = potentiators or activators of human KCNQ1 potassium channel; P51787; CHO-K1 KCNQ1, thallium flux FluxOR fluorescence; stronger effect = higher value; B-score at 10 µM; AID 2648; 0.35% of 310,000 active;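 active means fluorescence ratio B-score, a plate-corrected score, at least three library SD, with initial intensity B-score within 5 SD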
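Doses: Single concentration per compound, DMSO matched to controls | Test system: KCNQ1-transfected CHO-K1 cells | Timing: 90 min dye loading and 20 min compound exposure, both at room temperature | Measured by: Kinetic FluxOR thallium fluorescence, 10-s 1-Hz baseline, 110-s post-stimulus read | Medium: Assay buffer with matched DMSO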
KCNK9 inh = human KCNK9 channel inhibition | B-score at 10 µM | HEK293 KCNK9, FluxOR thallium flux fluorescence; stronger effect = lower value | Q9NPC2 | 1.2% of 310,000 active;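 active means ratio B-score over 3 SD below the library mean, with starting fluorescence within 5 SD of its mean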;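 further: negative B-score means less thallium flux so channel inhibition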
hERG rescue = shields human hERG channel from block by proarrhythmic agents | Q12809 | CHO-hERG, FluxOR thallium flux, dofetilide IC70 present | activation (rescue from dofetilide block), less the hit threshold, % at 10 µM | 0.51% of 310,000 active;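 active means activation above the mean of controls blocked by dofetilide plus 5 SD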;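 further: thallium influx through hERG after potassium depolarization seen as dye fluorescence rise; in these data hits start at about 4.7%; inactives centre near -7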
The depositor's hits bear a star; i = inactive; ? = inconclusive; nt = not tested or not shown. This is a subset. The share of hits here may be higher or lower than overall.

Sample of the layout, 4 compounds:
SMILES	Dyrk1A ADPGlo	KCNQ1 block	TRPC4 act	KCNK3 inh	HDAC3 inh	TMEM16A act	ANO1 block	TRPC4 potent	KCNQ1 pot	KCNK9 inh	hERG rescue
COc1ccc(CCc2nnc(CCC(=O)NCCc3ncccc3C)o2)cc1	0	i	i	i	-2	i	i	i	i	i	-11
Cc1ccc(S(=O)(=O)c2ccccc2)cc1S(=O)(=O)N1CCOCC1	4	i	i	i	-1	i	i	i	i	i	-5
Cc1ccc(/C=N/NC(=O)Cn2ccc(C(F)(F)F)n2)o1	-3	i	i	i	1	i	i	i	i	i	-10
CC1(C)Cc2c(C#N)c(SCCO)nc(N3CCOCC3)c2CO1	33	i	i	i	6	i	i	i	i	i	-11

All compounds of this part, from the first entry:
SMILES	Dyrk1A ADPGlo	KCNQ1 block	TRPC4 act	KCNK3 inh	HDAC3 inh	TMEM16A act	ANO1 block	TRPC4 potent	KCNQ1 pot	KCNK9 inh	hERG rescue
COc1ccc(CCc2nnc(CCC(=O)NCCc3ncccc3C)o2)cc1	0	i	i	i	-2	i	i	i	i	i	-11
Cc1ccc(S(=O)(=O)c2ccccc2)cc1S(=O)(=O)N1CCOCC1	4	i	i	i	-1	i	i	i	i	i	-5
Cc1ccc(/C=N/NC(=O)Cn2ccc(C(F)(F)F)n2)o1	-3	i	i	i	1	i	i	i	i	i	-10
CC1(C)Cc2c(C#N)c(SCCO)nc(N3CCOCC3)c2CO1	33	i	i	i	6	i	i	i	i	i	-11
CC(C)(CO)NC(=O)CC1C(=O)NCCN1CC(c1ccccc1)c1ccccc1 (centres undefined)	3	i	i	i	0	i	i	i	i	i	-9
O=C(COc1ccccc1)Nc1ccc(F)cc1	1	i	i	i	6	i	i	i	i	i	-1
Cc1nn(CC(=O)Nc2ccc(C#N)cc2)c(C)c1[N+](=O)[O-]	-5	i	i	i	-2	i	i	i	i	i	-4
O=C(Nc1ccnn1C1CCN(CCCc2ccccc2)CC1)c1ccccc1Cl	5	i	i	i	1	i	i	i	i	i	-15
CN1CCN(CC(=O)Nc2ccccc2C(F)(F)F)CC1	-5	i	i	i	-4	i	i	i	i	i	-6
CN1C(=O)/C(=C/c2ccc(C(=O)NC3CCCC3)cc2)Oc2ccccc21	-8	i	i	i	-13	i	i	i	i	i	-9
Cc1cc(O)cc2c1C(c1ccc(F)cc1)CC1(CC(C)(C)NC(=S)N1)O2 (centres undefined)	-2	i	i	i	-7	i	i	i	i	i	-12
Cn1c(=O)[nH]c(=O)c2c1nc(NCCCO)n2CCCc1ccccc1	nt	i	i	i	-1	i	i	i	i	i	-1
O=C(Nc1ccc(NC(=O)C2CCCN2C(=O)OCc2ccccc2)cc1)c1ccco1 (centres undefined)	-2	i	i	i	-3	i	i	i	i	i	-6
COc1ccc(-c2nc3ccccc3c(=O)n2CC(C)C)cc1	1	i	i	i	4	i	i	i	i	i	-7
Cc1ccc[n+](C(C)C(=O)Nc2ccc(C)c(C)c2)c1 (centres undefined)	-1	i	i	i	-4	i	i	i	i	i	-10
O=C(CSc1ccccc1)Nc1ccccc1N1CCOCC1	14	i	i	i	-1	i	i	i	i	i	-10
CC(C)C1CC(=O)NC(SCC(=O)Nc2ccc(Br)cc2)=C1C#N (centres undefined)	-7	i	i	i	-2	i	i	i	i	i	-8
O=C(CN(c1ccc(F)cc1)S(=O)(=O)c1ccc2c(c1)OCCO2)Nc1cccnc1	-13	i	i	i	2	i	i	i	i	i	-15
CC(C)C(=O)N1CCN(c2nc3ccc(Cl)cc3s2)CC1	15	i	i	i	2	i	i	i	i	i	0
Cc1ccc(S(=O)(=O)N2CCN(C(=O)N3CCOCC3)C2C(C)C)cc1 (centres undefined)	-5	i	i	i	3	nt	i	i	i	i	-14
COc1cc(NC(=O)C2CCN(S(=O)(=O)c3cnc[nH]3)CC2)cc(OC)c1OC	5	i	i	i	4	i	i	i	i	i	-4
Cc1ccc(NS(=O)(=O)c2ccc3c(c2)NC(=O)C(C)C(=O)N3)c(Cl)c1 (centres undefined)	6	i	i	i	nt	i	i	i	i	i	-8
O=C(O)C1=C[C@@H](c2ccc3c(c2)OCO3)C[C@@H](OCc2ccc(CO)cc2)O1	8	i	i	i	-9	i	i	i	i	i	-1
COc1cccc2sc(N3CCN(C(=O)C4COc5ccccc5O4)CC3)nc12 (centres undefined)	-3	i	i	i	3	i	i	i	i	i	-21
Fc1ccc(Sc2cc(Cl)c(-c3ccccc3)nn2)cc1	4	i	i	i	-5	i	i	i	i	i	0
Cc1cccc(N2CC(C(=O)Nc3ccc(S(=O)(=O)NCC4CCCO4)cc3)CC2=O)c1C (centres undefined)	0	i	i	i	0	i	i	i	i	i	-3
O=C1[C@@H]2Cc3c([nH]c4ccccc34)C(c3ccc([N+](=O)[O-])cc3)N2C(=O)CN1C1CC1 (some centres undefined)	0	i	i	i	-2	i	i	i	i	i	-6
Cc1ccc(CNC(=O)c2cc(=O)c3ccccc3o2)cc1	-9	i	i	i	5	i	i	i	i	i	-2
CN(CCO)c1ccc(/C=N/Nc2nncc3ccccc23)cc1	29	i	i	i	4	i	i	i	i	i	-9
CCOc1ccccc1C(=O)N(Cc1ccco1)C1CCS(=O)(=O)C1 (centres undefined)	-10	nt	nt	i	-4	i	i	nt	nt	nt	nt
CC(C)(C)CC(=O)N1CCN(Cc2ccc3c(c2)OCO3)CC1	3	i	i	i	5	i	i	i	i	i	-2
CC1(C)CC2CC(C)(CN2CC(O)c2ccccc2)C1 (centres undefined)	-8	i	i	i	0	i	i	i	i	i	-2
CCN=C1S/C(=C\c2ccc(OC)c(OCC)c2)C(=O)N1CC	nt	i	i	nt	5	nt	i	i	i	i	-3
CCOC(=O)COn1c(=O)c(-c2cc3ccccc3o2)[n+]([O-])c2ccccc21	1	i	i	i	-2	i	i	i	i	i	-10
O=C1C2CCCN2C(c2ccc(F)c(F)c2)N1c1cccc(Cl)c1 (centres undefined)	-2	i	i	i	-2	i	i	i	i	i	-7
CC(C)C(NC(=O)OCc1ccccc1)C(=O)NCc1ccc(C(=O)O)cc1 (centres undefined)	-10	i	i	i	1	i	i	i	i	i	-13
CNC(=O)CC1C(=O)N(c2ccc(Cl)cc2)C(=S)N1NC(=O)c1cccc(F)c1 (centres undefined)	9	i	i	i	4	i	i	i	i	i	-15
O=[N+]([O-])c1cccc(/C=N\N2CCN(c3ccc(Cl)cc3)CC2)c1	nt	i	i	i	11	i	i	i	i	i	-5
CC(C)c1ccc(N(CC(=O)N2CCN(Cc3ccccc3)CC2)S(C)(=O)=O)cc1	3	i	i	i	2	i	i	i	i	i	-1
N#CCc1c(C#N)c(N)nc(N2CCN(S(=O)(=O)c3ccccc3F)CC2)c1C#N	2	i	i	i	1	i	i	i	i	i	-5
COCCN(CCOC)S(=O)(=O)c1ccc(C(=O)NC2CCN(Cc3ccccc3)CC2)cc1	12	i	i	i	-2	i	i	i	i	i	-6
Cc1cccc(NC2=C(NC(=O)c3ccccc3)C(=O)c3ccccc3C2=O)c1	2	i	i	i	7	i	i	i	i	i	-3
CCC(=O)Nc1cccc(NC(=O)c2ccccc2Cl)c1	3	i	i	i	-2	i	i	i	i	i	2
Cc1ccc([N+](=O)[O-])cc1NC(=O)CSc1n[nH]c(-c2cccnc2)n1	-3	i	i	i	?	i	i	i	i	i	-5
CCC(=O)Nc1nnc(S(=O)(=O)N(CC)c2ccc(Cl)cc2)s1	3	i	i	i	5	i	i	i	i	i	-6
COC(=O)CNC(=S)NC(=O)c1ccc(C(C)(C)C)cc1	3	i	i	i	4	i	i	i	i	i	1
Cc1ccc(OCc2nnc(SCC(=O)c3cccc([N+](=O)[O-])c3)n2C)cc1	-4	i	i	i	-1	i	i	i	i	i	-9
CNC(=O)N(O)C1N(/N=C/c2ccc(SC)cc2)C(=S)SC1(C)C (centres undefined)	1	i	i	i	8	i	i	i	i	i	-14
CCOc1ccc2oc(C(=O)Nc3ccc(N4CCOCC4)cc3)c(C)c2c1	2	i	i	i	4	i	i	i	i	i	-2
COc1ccc(-c2nc(CS(=O)CC(=O)NCCN3CCCCCC3)c(C)o2)cc1OC (centres undefined)	-4	i	i	i	-3	i	i	i	i	i	-6
CCN1CCN(CCCNC(=O)C2CCCN(c3nc4c(C)cc(C)cc4s3)C2)CC1 (centres undefined)	6	i	i	i	-3	i	i	i	i	i	-8
CC/C(=N\NC(=O)c1nnn(-c2nonc2N)c1-c1cccc(OC)c1)c1ccc(C)cc1	-3	i	i	i	17	i	i	i	i	i	-6
O=C(c1cccc2ccccc12)N1CCC(N2CCN(c3ccccc3)CC2)CC1	nt	i	i	i	-3	i	i	i	i	i	-4
COc1cccc(CN(C)Cc2cc(=O)oc3c(C)c(C)ccc23)c1	0	i	i	-11*	9	i	i	i	i	i	-10
COc1ccc(Cl)cc1Nc1cc(C)nc2ccccc12	nt	i	i	i	-1	i	i	i	i	i	-11
O=C(O)CC/C(=N\NC(=O)CNC(=O)c1ccc(F)cc1)c1ccccc1	-2	i	i	i	nt	i	i	i	i	i	-8
CCOC(=O)CCCCC(=O)c1[nH]c(=O)[nH]c1Cn1cnc2ccccc21	-2	i	i	i	-2	i	i	i	i	i	-10
O=C(Cc1ccccc1)Nc1nc(-c2cccc([N+](=O)[O-])c2)cs1	-3	i	i	i	0	i	i	i	i	i	-7
Cc1nc(SC2CC(=O)N(c3ccccc3)C2=O)nc2c1CCCC2 (centres undefined)	-2	i	i	i	-7	i	i	i	i	i	-8
Cc1nn(CCCC(=O)N2CCc3ccccc3C2)c(=O)c2cc3sccc3n12	3	i	i	i	0	i	i	i	i	i	-18
CCOc1ccc(Nc2nc(N)nc(CSC(=S)N3CCN(c4ccccc4)CC3)n2)cc1	-3	i	i	i	4	i	i	i	i	i	-9
Cc1ccc(C(=O)COC(=O)CN2C(=O)C3C4CCC(C4)C3C2=O)cc1[N+](=O)[O-] (centres undefined)	0	i	i	i	1	i	i	i	i	i	-8

High-throughput results deposited in PubChem by several laboratories.
